Assay outcomes: PubChem BioAssay, Broad Institute
AID1053144: Wnt/beta-catenin signaling activators, dose response, cell-based, iPS-derived NPC, luciferase, Wnt3a, cherry-pick (AID 1053144); hit rate 4.8% among 3,400; NPC TCF/LEF luciferase reporter, Wnt3a EC25, 24 h; AC30 in µM for hits, for the others activation, % at the top dose, mostly 26 µM;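 active = fitted curve reaches 30% activation at a concentration no higher than the top valid tested dose, luminescence rising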;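 also: wnt3a stimulus is conditioned medium from Wnt3a-transfected mouse L cells at 5% in well; 0% = neutral control wells and 100% = CHIR-99021 positive control wells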
An asterisk follows results filed as active.

SMILES	AID1053144
Cn1cc(C(=O)OCC(=O)N2CCCCC2)c2ccccc21	1.1%
CC(Cc1ccccc1)NCCC(c1ccccc1)c1ccccc1 (stereo unspecified)	-5.8%

The list is partial. The share of hits here may be higher or lower than overall.
